RGS4 inh: Inhibitors of Regulator of G Protein Signaling (RGS) 4: qHTS; Regulator of G-protein signaling 4 (Homo sapiens), P49798; Transcreener GDP fluorescence polarization, RGS4-accelerated GTP hydrolysis; Potency, µM (series often up to 114 µM), for the others: at the top dose activity change, negative = inhibition, actives largely listed as inhibitors; hit rate 0.039% among 390,000; AID 504845, 2011; further: on the % scale 0 is the no-effect control and ±100 the full control effect; nearly all actives have a fitted effect of over 75% in size; some results filed as inactive show a strong effect at the top dose
Target sequence (P49798 whole entry, looked up): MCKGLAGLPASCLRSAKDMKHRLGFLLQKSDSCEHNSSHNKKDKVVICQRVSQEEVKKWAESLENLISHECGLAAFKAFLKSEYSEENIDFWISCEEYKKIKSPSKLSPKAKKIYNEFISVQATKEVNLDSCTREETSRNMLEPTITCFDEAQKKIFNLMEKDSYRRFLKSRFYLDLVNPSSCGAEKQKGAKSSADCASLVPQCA
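MLSMR compounds (23 nl, pin-transferred) preincubated 10 min at room temperature with a 500nM (2x) first reagent, then RGS4 at 900nM (2x) plus Transcreener GDP mix added; fluorescence polarization (620/688 nm) read before and after 90 min at 30 °C.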
GLS inh: qHTS for Inhibitors of Glutaminase (GLS); Glutaminase kidney isoform, mitochondrial (Homo sapiens), O94925; GLS enzymatic activity, qHTS titration; hit rate 0.21% among 410,000; Potency, µM (doses to about 45.5 µM), for inactives: at the highest dose activity change, negative = inhibition, hits mostly inhibitors; further: on the % scale 0 is the no-effect control and ±100 the full control effect
Target sequence (O94925 whole entry, looked up, canonical isoform): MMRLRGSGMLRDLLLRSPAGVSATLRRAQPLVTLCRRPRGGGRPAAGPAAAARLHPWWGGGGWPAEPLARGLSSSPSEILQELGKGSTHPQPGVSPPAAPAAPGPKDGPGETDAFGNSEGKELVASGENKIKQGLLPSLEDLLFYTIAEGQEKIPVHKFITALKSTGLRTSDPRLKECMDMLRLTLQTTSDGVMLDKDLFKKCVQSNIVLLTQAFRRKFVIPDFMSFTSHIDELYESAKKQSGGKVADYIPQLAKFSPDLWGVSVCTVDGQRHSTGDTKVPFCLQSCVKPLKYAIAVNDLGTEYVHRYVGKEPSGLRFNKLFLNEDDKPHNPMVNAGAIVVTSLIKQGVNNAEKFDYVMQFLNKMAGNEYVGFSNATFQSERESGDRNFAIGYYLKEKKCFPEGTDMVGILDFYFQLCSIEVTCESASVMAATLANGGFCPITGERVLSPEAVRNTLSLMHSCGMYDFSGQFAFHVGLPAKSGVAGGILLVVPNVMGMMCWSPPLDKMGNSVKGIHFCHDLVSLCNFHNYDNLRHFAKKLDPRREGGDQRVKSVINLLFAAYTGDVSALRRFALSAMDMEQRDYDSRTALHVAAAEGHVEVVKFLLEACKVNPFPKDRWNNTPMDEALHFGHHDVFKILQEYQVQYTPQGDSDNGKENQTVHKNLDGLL
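hKGA in 45 mM KH2PO4 pH 8.2, 0.02% Tween-20 with pin-transferred compounds; 1 mM L-glutamine (stock) plus glutamate oxidase/HRP/Amplex Red coupling added. Fluorescence read initially and after 30 min at RT.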
HP1b binding inh: HTS for Inhibitors of HP1-beta Chromodomain Interactions with Methylated Histone Tails; Chromobox protein homolog 1 (Homo sapiens), P83916; AlphaScreen HP1-beta / biotin-H3K9me3 peptide binding; Potency, µM (doses to about 114 µM), without a hit: at the highest dose activity change, negative = inhibition, actives largely listed as inhibitors; hit rate 0.56% among 390,000; AID 540317, 2011; further: nearly all actives have a fitted effect of over 70% in size; inactives centre near 23
Target sequence (P83916 whole entry, looked up): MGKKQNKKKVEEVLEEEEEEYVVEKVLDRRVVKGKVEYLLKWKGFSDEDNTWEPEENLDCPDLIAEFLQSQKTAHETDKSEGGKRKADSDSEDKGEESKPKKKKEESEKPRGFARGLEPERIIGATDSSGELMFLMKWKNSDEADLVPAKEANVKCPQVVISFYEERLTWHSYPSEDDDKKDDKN
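AlphaScreen: HP1-beta (50 nM) preformed 30 min with biotin-H3(1-18)K9me3 peptide (50 nM) in PBS pH 7.4, 0.01% Tween-20. Compound added for 30 min at RT, then streptavidin donor/nickel chelate acceptor beads (10 ug/mL) for 30 min.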
rTrxR1 inhibitor: qHTS Assay for Inhibitors of Mammalian Selenoprotein Thioredoxin Reductase 1 (TrxR1): qHTS. AID 588453, 2011. hit rate 1% among 390,000. recombinant rTrxR1, NADPH fluorescence consumption, selenite substrate. Thioredoxin reductase 1, cytoplasmic (Rattus norvegicus), O89049. Potency, µM (highest dose often 114 µM), inactives show at the top dose activity change, negative = inhibition, most hits filed as inhibitors; further: on the % scale 0 is the no-effect control and ±100 the full control effect; nearly all actives have a fitted effect of over 65% in size
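Rat TrxR1 (90 nM in the dispensed reagent) was pre-reduced with 400 uM NADPH for 5 min at room temperature, then incubated with compound for 15 min. After 400 uM selenite was added, NADPH fluorescence (Ex 340/Em 450 nm) was followed for 8 min.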
Tb PGK inh: qHTS Assay to Find Inhibitors of Phosphoglycerate Kinase | PGK/GAPDH coupled, Kinase-Glo luminescence, 60 min | Phosphoglycerate kinase, glycosomal (Trypanosoma brucei brucei), P07378 | Potency, µM (titrated, usually from 57.5 µM), for the others: at the top dose activity change, negative = inhibition, most hits filed as inhibitors | hit rate 0.043% among 380,000; further: on the % scale 0 is the no-effect control and ±100 the full control effect; nearly all actives have a fitted effect of over 60% in size
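Luminescent ATP detection (Kinase-Glo Plus) follows a 60-minute room-temperature incubation, with wells lacking PGK as controls. Buffer: 100 mM TEA (pH 7.6), 5 mM MgCl2, 0.01% Tween-20. Coupling enzyme GAPDH (100 nM final) supplies unstable 1,3-BPG in-well.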
ALOX12 inh: Primary qHTS assay for inhibitors of human arachidonate 12S-lipoxygenase (ALOX12): Round 2 | Potency, µM (doses to about 108 µM), inactives show top-dose activity change, negative = inhibition, usual class: inhibitors | purified 12hLO, xylenol orange hydroperoxide absorbance | hit rate 1.1% among 580,000 | AID 1671190, 2021; further: on the % scale 0 is the no-effect control and ±100 the full control effect
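Hydroperoxide product was detected by ferrous iron/xylenol orange as the 573 to 405 nm absorbance ratio. Arachidonic acid at 40 uM (final) was turned over for 30 min at room temperature by 150 nM human 12hLO, pH 7.0 Hepes buffer, after 15 min compound preincubation.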
Pin1 inh: qHTS Assay to Find Inhibitors of Pin1; AID 504891, 2011; hit rate 0.009% among 390,000; Potency, µM (series often up to 115 µM), inactives show top-dose activity, negative = inhibition, actives largely listed as inhibitors; Pin1 FP peptide displacement, HiFluor488, 10 min; Peptidyl-prolyl cis-trans isomerase NIMA-interacting 1 (Homo sapiens), Q13526; active means well fitted inhibition curve with a large enough effect in the polarisation, with a control signal flat, not every such curve was filed as active; inconclusive means small, poorly fitted or top-dose-only effect, or effect the other way, or a change in a side signal; inactive means no such curve, though single readings can be large or run the other way; the % refers to the polarisation; further: on the % scale 0 is the no-effect control and ±100 the full control effect
JMJD2A Tudor inh: qHTS Assay for Inhibitors of JMJD2A-Tudor Domain | Lysine-specific demethylase 4A (Homo sapiens), O75164 | AlphaScreen JMJD2A-Tudor / H3K4me3 peptide binding | Potency, µM (titrated, usually from 114 µM), for inactives: at the top dose activity change, negative = inhibition, most hits filed as inhibitors | hit rate 4.4% among 390,000; further: on the % scale 0 is the no-effect control and ±100 the full control effect; nearly all actives have a fitted effect of over 50% in size
ERG Ets-DNA blk: qHTS for Small Molecule Inhibitors of the ERG Ets/DNA interaction | fluorescence polarization, His-ERG Ets domain / labelled DNA | Potency, µM (series often up to 76.9 µM), for the others: top-dose FP activity, negative = inhibition, actives largely listed as inhibitors | hit rate 0.028% among 370,000 | AID 624246, 2012; active means well fitted inhibition curve with a large enough effect in the polarisation, with a control signal flat; inconclusive means small, poorly fitted or top-dose-only effect, or effect the other way, or a change in a side signal; inactive means no such curve, though single readings can be large or run the other way; the % refers to the polarisation;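 further: polarization taken with two DNA probes labelled with fluorescein and Texas red; % of control where 0% means no effect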
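His-tagged ERG Ets domain (1 uM in the protein solution; 300mM KCl, 50mM Tris-HCl, 1mM EDTA, 1mM DTT, pH 7.5) received compound, then a probe mix of 5 nM fluorescein-DNA and 100nM Texas-615-DNA. Fluorescence polarization was read for both dyes.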
* = called active by the depositor; i = inactive; ? = inconclusive; . = not tested or not shown; [ ] = another dose, or the depositor's remark. Unless noted, the call rests on the fitted dose curve; in most records, active means well fitted curve in the direction sought with a large enough effect; inconclusive means small, poorly fitted or top-dose-only effect, or another doubt; inactive means no such curve, though single readings can be large; an effect the other way counts as inactive or inconclusive. Potency means the concentration at half of the fitted maximal effect. A portion of the library. The share of hits here may be higher or lower than overall.

compound	HP1b binding inh	GLS inh	RGS4 inh	ALOX12 inh	rTrxR1 inhibitor	Pin1 inh	ERG Ets-DNA blk	Tb PGK inh	JMJD2A Tudor inh
CCOc1ccc(S(=O)(=O)N2CCN(c3ccccc3F)CC2)c2cccnc12	15%	3%	28%	13%	-5%	-5%	1%	-10%	-19%[57.1 µM]
CC(C)(C)OC(=O)C[C@H]1C/C=C\C[C@H](CC(=O)NCCO)C(=O)NC[C@H](c2ccccc2)OC1=O	22%	10%	4%	-16%	1%	8%	-8%	1%	-6%
Cc1ccc(NC(=O)COC(=O)C2CC2(Cl)Cl)cc1C (stereo unspecified)	2%	3%	?	0%	19%[57.1 µM]	1%	6%	-1%	?
CCCCOc1ccc(Nc2cc(Cl)ccc2C(=O)O)cn1	-30%	6%	-16%	?	8%	-19%	9%	i	?
O=C(/C=C/c1ccc2c(c1)OCCO2)N1CCN(c2ccc(F)cc2)CC1	31%	16%	18%	0%	-2%	1%	0%	-2%	-9%
CCc1nnc(NC(=O)CCn2cnc3ccccc3c2=O)s1	13%[57 µM]	-12%	3%	0%	10%	2%	-9%	8%	-11%
Cc1nc(C)c(C(=O)Nc2cccc(Cl)c2)o1	20%	1%	-37%	-20%	-10%	-8%	-10%	-8%	-7%
Cc1cc(C)n(-c2nc(-c3ccc(Cl)c(Cl)c3)cs2)n1	14%	5%	-2%	0%	4%	8%	-3%	0%	-13%
CCCCCC(=O)OCCc1c(C)nc2nc[nH]n2c1=O	49%[activator]	-3%	4%	0%	35%[activator][57.1 µM]	-4%	-6%	i	5%[11.4 µM]
O=C(c1n[nH]c2ccccc12)N1CCCCC1	42%	?	-10%	5%	15%[57.1 µM]	-5%	-21%	0%	1%
O=C(COC(=O)Cc1ccc(S(=O)(=O)N2CCOCC2)s1)Nc1ccc(F)cc1F	42%[activator]	4%	-14%	351%[activator]	9%	?	14%	5%	-8%
COc1ccc(C(=O)N2CCOCC2)cc1Br	50%[activator]	-6%	-17%	3%	-6%	0%	10%	0%	-6%[57.1 µM]
Cc1onc(-c2ccccc2Cl)c1C(=O)Nc1ccccc1N1CCOCC1	19%	0%	25%	2%	-6%	1%	1%	1%	-9%
CC(=O)c1cccc(NC(=O)CO/N=C2/CCCc3nonc32)c1	9%	1%	17%	2%	6%[57.1 µM]	3%	6%	-4%	-35%
CCOC(=O)c1ccc(N2C(=O)c3[nH]nc(-c4ccc(OCC)cc4)c3C2c2cccs2)cc1 (stereo unspecified)	31%	15%	-3%	-9%	17%	7%	-7%	-1%	-14%
CCCc1nnc(SCC(=O)N2CCOCC2)n1CC1CCCO1 (stereo unspecified)	22%	9%	14%	17%	-8%	-1%	0%	1%	-8%
Cc1cc(C)nc(SCC(=O)NNS(=O)(=O)c2ccc(C#N)cc2)n1	?	-6%	-47%	?	13%	-1%	6%	-14%	45µM*
CN(C)S(=O)(=O)c1ccc(NC(=O)CCNC(=O)c2ccc([N+](=O)[O-])cc2)cc1	34%	1%	4%	-14%	14%[57.1 µM]	-1%	1%	-2%	-18%
CC(=O)Nc1ccc(OC(=O)c2ccc(Br)c([N+](=O)[O-])c2)cc1	-1%	-14%	5%	-6%	?	0%	2%	0%	-26%
CN(c1ccc(C(=O)N2CCN(c3ccc(F)cc3)CC2)cc1)S(C)(=O)=O	-22%	-16%	-38%[11.4 µM]	-13%	-15%	1%	-2%	0%	-31%[11.4 µM]
CC(Sc1nc(-c2ccccc2)c(C#N)c(=O)[nH]1)C(=O)Nc1ccc(F)cc1 (stereo unspecified)	20%	18%	26%	?	1%	-4%	-1%	-3%	-26%
COc1ccc(N=Cc2cccc(C)c2O)cc1Cl	6%	20%	-5%	8%	10%[57.1 µM]	-4%	13%	i	-24%
Cc1ccc(C(CNS(=O)(=O)c2ccc(F)cc2C)N2CCN(C)CC2)cc1 (stereo unspecified)	11%	1%	25%	?	4%[57.1 µM]	7%	-1%	6%	-18%
O=C(Nc1cccc(NC(=O)c2cccs2)c1)c1ccc(F)cc1	49%[activator]	-5%	-15%[56.9 µM]	6%	22%	1%	-1%	-1%	-11%
COC(=O)[C@H](CC(C)C)NC(=O)N1CCCCC1C (stereo partly specified)	62%[activator]	4%	0%	2%	33%	3%	1%	-6%	0%
COc1ccc(N(C(C)C(=O)NN=C2CCCC2)S(C)(=O)=O)cc1 (stereo unspecified)	22%	3%	10%	1%	20%	-3%	-5%	.	-17%
NC(=O)c1cnn2c(-c3cccc(C(F)(F)F)c3)ccnc12	24%	24%	3%	346%[activator]	0%[57.1 µM]	2%	-5%	6%	-10%
CC(C)CNC(=O)COC(=O)/C=C/c1ccccc1[N+](=O)[O-]	14%	3%	-27%	0%	-5%	1%	-2%	5%	5%
CCOC(=O)CN1C(c2ccc(O)cc2)Nc2ccc(Br)cc2C1c1ccccc1 (stereo unspecified)	-22%	16%	-4%	-13%	-11%	?	-8%	-3%	?
COc1ccc(S(=O)(=O)N2CCC(C(=O)N[C@@H](C)C(=O)NCc3ccncc3)CC2)cc1	32%	11%	26%	0%	-2%	3%	-6%	3%	-2%
CCNC(=O)NC(=O)COC(=O)CNC(=O)COc1ccccc1	30%	13%	-1%	452%[activator]	1%	-5%	0%	-3%	-10%
Cc1ccc(/C=C2\SC(=S)N(C3CCS(=O)(=O)C3)C2=O)o1 (stereo unspecified)	-36%	?	-16%[11.4 µM]	?	16µM*	?	42%[activator]	-13%	?
CCC1(C(=O)OC)NC(c2cccc(F)c2)C2C(=O)N(C)C(=O)C21 (stereo unspecified)	26%	0%	11%[11.4 µM]	0%	-17%	5%	-1%	3%	3%[57.1 µM]
COc1cccc(NC(=S)NN2C(C)CCCC2C)c1 (stereo unspecified)	30%	20%	-25%	-20%	?	6%	35%[activator]	5%	-4%
CCNC(=O)C(C)Sc1ccc(Cl)cc1 (stereo unspecified)	12%	0%	59%[activator]	0%	3%	-6%	2%	-4%	7%
CC(=O)N1c2ccc(S(=O)(=O)N3CCCC3)cc2CC1C(=O)Nc1cc(C)cc(C)c1 (stereo unspecified)	9%	-5%	3%	-24%	9%	-1%	10%	-4%	-12%
CNC(=O)C1CC(=O)N(c2ccc(OCC(=O)N3CCCC3)cc2)C1 (stereo unspecified)	-1%	-20%	28%	-22%	-5%	2%	-1%	5%	-2%
O=C(Nc1ccc2c(c1)OCO2)N1CCC(CO)(CC2CCCCO2)CC1 (stereo unspecified)	9%[57 µM]	3%	4%	1%	0%	4%	0%	i	-20%
O=c1c(Cc2ccc(Cl)cc2)c(O)ccn1Cc1ccccc1	7%	-4%	-14%	-16%	18%[57.1 µM]	-1%	-3%	-3%	-8%
CN(C)c1ccc(-c2nc3n(n2)C(c2cccnc2)C2=C(CC(C)(C)CC2=O)N3)cc1 (stereo unspecified)	1%	25%	-49%	0%	12%	1%	1%	-3%	-33%
O=C1CC(N2CCN(c3ccccc3Cl)CC2)C(=O)N1c1ccc(F)cc1 (stereo unspecified)	16%	4%	5%	-17%	10%	-2%	.	-9%	-12%
N#C/C(=C\c1c(Oc2ccc(Br)cc2)nc2ccccn2c1=O)c1nc2ccccc2s1	20%	7%	?	?	-11%	?	3%	-9%	-33%
Cc1cccc(N(C)S(=O)(=O)c2c(C)[nH]c(C)c2C(=O)N2CCCC2)c1	-1%	-7%	-15%[11.4 µM]	-28%	14%	-5%	7%	i	?
COc1ccc(-c2nn(-c3ccccc3)cc2CNC[C@H]2O[C@@H](n3cnc4c(N)ncnc43)[C@H](O)[C@@H]2O)cc1	42%[activator]	-1%	-1%	0%	16%	-5%	-14%	1%	-9%
CC1CCCC(NC(=O)/C=C/c2c(F)cccc2Cl)C1C (stereo unspecified)	23%	-5%	-10%	?	21%	-2%	16%	i	-1%
COc1cccc(NC(=O)/C(C#N)=C/c2c(C)n(Cc3ccc(Cl)cc3)c3ccccc23)c1	23%	-2%	-3%	-27%	-6%	?	15%	i	-21%
Cc1ccc(-n2ncc(C(=O)NCCN3CCOCC3)c2C2CCN(C(=O)OC(C)(C)C)CC2)c(C)c1	25%	-4%	-5%	-17%	7%	-18%	-3%	6%	-9%

Screening results: PubChem, National Center for Advancing Translational Sciences (NCATS)
